# Mot1-301 SUMO: SUMOylation pathway inhibition by Mot1-301 growth rescue. S. cerevisiae Mot1-301 growth rescue, ATP luminescence, 38.5C; percent above DMSO median, 100 means doubled. growth rescue, % at 18.8 µM. 1% of 320,000 active. AID 2716;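 active = every valid replicate shows activation above 250% relative to neutral control wells; inactive = the rest, any valid replicate at or below 250%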;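 note: OY570 slx delta 5 strain wells were the positive control but not used for scaling; some compounds called inactive have numbers as strong as hits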
# CDK5 inh: inhibitors of human CDK5/p35 kinase. Q00535+Q15078. Recombinant CDK5/p35, ADP-Glo luminescence, 60 min. 0.01% of 330,000 active. inhibition, % at 10 µM;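 active = highest replicate inhibition of at least 50% and at least 75% of replicates reaching 50%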;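 note: plate controls were DMSO neutral control for no effect and GW8510 at 10 µM for full effect; many of its hits are not listed in these tables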
# PKA-R2B act: activators of human PKA-R2B complex | PKA-R2B holoenzyme dissociation, Cy5-IP20 fluorescence polarization; R2B truncated from residue 108, S112A mutant; 0% DMSO only, 100% 113 µM cGMP | activation, % at 11.4 µM | 0.079% of 340,000 active | AID 504700;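 active = activation above a cutoff set at the mean over all compounds plus 3 SD, cut at about 18% in these data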;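 note: higher means more holoenzyme dissociation and a rise in polarization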
# SR-BI DiI inh: inhibitors of mouse SR-BI mediated HDL lipid uptake | ldlA[mSR-BI] CHO cells, DiI-HDL uptake fluorescence, 3 h | inhibition, % at 12.5 µM | 0.96% of 320,000 active | AID 488896;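 active = mean replicate inhibition of at least 70% and a set share of replicates each scoring 70 or more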;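 note: 0% = median of neutral control wells and 100% = median of positive control wells; values of inactives mirror those of a sister screen read the other way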
# Pemphigus Ab inh: human desmoglein-3 autoantibody binding inhibition; 0.48% of 310,000 active; binding (percent of control), % at 10 µM; AID 588358; DSG3-coupled beads, scFv-anti-DSG3-GFP binding, flow cytometry; hits give low values;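 active = binding more than 3 SD below its plate's average and above zero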;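 note: hits lower antibody fragment binding to DSG3; some compounds called inactive have numbers as strong as hits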
# Target sequence (P32926 whole entry, looked up, the tested form may be a part): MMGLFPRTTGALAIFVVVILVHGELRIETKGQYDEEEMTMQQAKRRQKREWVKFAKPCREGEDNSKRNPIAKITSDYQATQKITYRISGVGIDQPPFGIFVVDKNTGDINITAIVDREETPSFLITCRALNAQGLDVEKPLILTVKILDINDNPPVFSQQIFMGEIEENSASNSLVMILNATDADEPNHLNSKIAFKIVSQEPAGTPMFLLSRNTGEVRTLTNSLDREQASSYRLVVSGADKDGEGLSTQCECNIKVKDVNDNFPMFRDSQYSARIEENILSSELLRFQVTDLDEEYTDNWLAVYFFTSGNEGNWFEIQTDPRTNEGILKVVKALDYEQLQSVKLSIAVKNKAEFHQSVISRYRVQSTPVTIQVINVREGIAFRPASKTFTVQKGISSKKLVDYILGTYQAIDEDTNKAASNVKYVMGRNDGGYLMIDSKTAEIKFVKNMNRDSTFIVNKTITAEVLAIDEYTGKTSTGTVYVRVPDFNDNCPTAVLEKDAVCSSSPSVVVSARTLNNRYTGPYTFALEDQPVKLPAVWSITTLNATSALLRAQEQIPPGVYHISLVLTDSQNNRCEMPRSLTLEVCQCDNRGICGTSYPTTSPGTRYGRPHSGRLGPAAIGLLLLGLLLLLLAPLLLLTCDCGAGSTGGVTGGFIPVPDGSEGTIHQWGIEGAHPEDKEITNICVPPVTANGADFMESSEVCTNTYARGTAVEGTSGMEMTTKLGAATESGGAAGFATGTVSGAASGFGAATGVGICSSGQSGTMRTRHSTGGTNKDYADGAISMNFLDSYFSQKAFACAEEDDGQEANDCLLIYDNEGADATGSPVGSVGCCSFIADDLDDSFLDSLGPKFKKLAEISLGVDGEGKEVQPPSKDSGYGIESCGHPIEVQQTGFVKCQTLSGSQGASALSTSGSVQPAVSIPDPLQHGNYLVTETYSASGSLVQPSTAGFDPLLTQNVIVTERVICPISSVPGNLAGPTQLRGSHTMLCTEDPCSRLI
# SR-BI uptake up: SR-BI HDL lipid transfer activation. CHO ldlA[mSR-BI] cells, DiI-HDL uptake fluorescence, 3 h; 100 = double the neutral-control signal. activation, % at 12.5 µM. 0.096% of 320,000 active. AID 504775;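 active = mean replicate activation of at least 60% and every replicate at or above 60%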;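 note: 0% = median plate neutral-control signal and 100% = twice that signal; values of inactives mirror those of a sister screen read the other way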
#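 Test system: SR-BI-overexpressing, LDLR-lacking CHO cells; Also added: labelled HDL, 10 µg/mL; Measured by: bottom-read cell fluorescence after medium removal, ex 550/em 595 nm; Timing: 3 h uptake period with compound, 37 °C; Buffer or medium: F12, 0.5% BSA, 25 mM HEPES; Doses: single compound concentration, delivered by pin transfer.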
# MITF act: increases MITF-driven TRPM1 promoter luciferase signal; SK-MEL-5 TRPM1-promoter luciferase, 24 h; % of positive control, neutral wells = 0; activation, % at 12.5 µM; 0.75% of 300,000 active;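 active = mean activation of at least 80% with every replicate also reaching 80%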;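 note: 0% = neutral control wells and 100% = parthenolide positive control wells; values of inactives mirror those of a sister screen read the other way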
# PKA-R1A activ: activates the PKA-R1A holoenzyme complex; P00514+P68181; PKA-R1A dissociation, Cy5-IP20 fluorescence polarization; scaled: DMSO 0%, 113 µM cGMP 100%; activation, % at 11.4 µM; 0.083% of 340,000 active;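 active = percent activation above the mean of all tested compounds plus 3 SD, cut at about 19% in these data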;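 note: higher means more PKAc released from R1A so a rise in polarization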
# NSD2 inh: NSD2 (human) methyltransferase inhibition | AID 743445 | NSD2 peptide methylation, AlphaScreen, 120 min | 0.54% of 310,000 active | inhibition, % at 12.5 µM; in the data active = inhibition above about 50%
# dFosB activator: enhances mouse delta FosB homodimer DNA binding | 0.99% of 340,000 active | purified delta FosB, TAMRA-CDK5 oligo fluorescence polarization; percent of positive-control signal above neutral wells | activation, % at 25 µM | P13346;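 active = mean activation above about 17%, with every replicate also reaching it, limit read from the data, passing the limit was not always enough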;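 note: fluorescence polarization rise as delta FosB binds a TAMRA Cdk5 AP-1 oligo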
# Arr AP2 block: inhibitors of human beta-arrestin and AP2 interaction. FITC-arrestin peptide / GST-AP2 beads, flow cytometry; AP2 beta2 appendage carries R879A mutation. inhibition, % at 10 µM. 0.31% of 340,000 active;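 active = inhibition above a set limit, near 3 SD of compounds lacking own fluorescence, cut at about 54% in these data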;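 note: plate controls were DMSO wells for no effect and 5 µM unlabelled arrestin peptide for full effect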
#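 System: GST-AP2 R879A glutathione beads; medium: PBS, Tween 20 0.05%, BSA 0.1%; reagent: fluorescein-tagged arrestin peptide at 50 nM final; schedule: pre-incubation 12 min, peptide binding 1 h, room temperature; detection: flow cytometry, FL1 (488/535 nm); read-out: inhibition as reduced fluorescein signal on beads, percent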
# Active calls of the source: *; i = inactive; / = no result given. This is a random part of the collection; any-hit rate near 4.7%.
SMILES,Mot1-301 SUMO,CDK5 inh,PKA-R2B act,SR-BI DiI inh,Pemphigus Ab inh,SR-BI uptake up,MITF act,PKA-R1A activ,NSD2 inh,dFosB activator,Arr AP2 block
COc1ccccc1CNC(=O)COC(=O)/C=C/c1ccc2ccccc2n1,9,0.0,-9,-30,103,30,8,-1,-3,3,9
COC(CNC(=O)c1ccc(N2CCCC2=O)cc1)OC,1,1.2,-2,27,100,-27,/,-6,5,-2,-1
CC1CCC(NC(=O)C2CCN(c3nc4ccccc4s3)CC2)CC1 (configuration not stated),7,-2.3,-1,/,105,/,-13,3,1,-3,-11
CC1=CC(C/C(C)=C/COc2ccc3ccc(=O)oc3c2)OC1=O (configuration not stated),4,1.8,4,-2,102,2,16,2,/,-13,4
COC(=O)CSc1nnc(CNc2ccc(Cl)cc2)n1Cc1ccccc1,-1,-0.2,0,14,99,-14,-12,-5,2,2,46
Cc1ccc(C(=O)Nc2cnc3ccccn3c2=O)cc1,/,2.3,-1,-16,97,16,36,-1,-1,-1,5
CCOC(=O)c1sc(/N=C/c2c(O)ccc3ccccc23)cc1C,155,-0.3,-3,-7,95,7,0,1,8,1,4
COc1cc(/C=C/C(=O)O)cc(S(=O)(=O)Nc2ccc(S(=O)(=O)N3CCCCC3)cc2)c1OC,/,0.5,4,-23,99,23,-15,3,5,2,-4
CC1(C(=O)OCC(=O)NCc2ccc(Cl)cc2)CC1(Cl)Cl (configuration not stated),-3,0.9,11,-12,90,12,1,1,-5,-7,4
Cc1ccc(-c2cc(C(=O)N3CCN(c4ccc(O)cc4)CC3)c3ccccc3n2)cc1,10,-0.8,-1,18,/,-18,40,-6,2,-11,31
CN(C)CCCNS(=O)(=O)c1cc(Cl)c(Cl)cc1Cl,4,0.9,2,-2,/,2,/,-7,15,-3,-9
CCOc1ccc(CCNC(=O)Cn2c(=O)oc3ccccc32)cc1OCC,-9,1.3,-11,32,96,-32,-4,-8,-1,1,-4
OC(Cc1cccnc1)(c1ccccc1)c1ccccc1,/,-3.1,-1,9,/,-9,-4,-4,-2,1,7
COc1cccc(NC(=O)CN(C)CC(=O)NCc2ccc3c(c2)OCO3)c1,14,0.4,4,-42,108,42,4,-9,0,-2,-5
COc1ccccc1OC[C@H](O)CO,1,-0.9,6,-25,95,25,-6,-4,/,4,1
CN(C)CCCSc1nc2ccccc2s1,/,0.2,5,-15,104,15,6,-14,19,-4,/
CC(C)c1ccc(NC(=O)c2cc(S(=O)(=O)NCC3COc4ccccc4O3)ccc2F)cc1 (configuration not stated),-11,-1.9,-6,21,107,-21,7,1,-2,-2,-9
Cc1ccc(CN(Cc2ccco2)C(=S)NCC(=O)O)cc1,73,-0.6,-8,-18,108,18,2,4,5,3,6
Cc1ccc(Cc2nnc(SCC(=O)Nc3ccccc3)n(N)c2=O)cc1,-7,-2.6,6,-7,104,7,-2,-10,-2,-15,31
OCCN(Cc1ccccc1)Cc1ccccc1O,8,0.1,-4,-14,86,14,11,6,0,-1,48
CC1=C(C(=O)OCc2ccccc2)C(c2ccc(Br)cc2)NC(=O)N1CCCCCC(=O)O (configuration not stated),8,-1.2,4,5,103,-5,63,-15,/,2,42
Cc1noc(C)c1S(=O)(=O)N(CC(=O)N1CCCCCC1)c1ccc(C(C)C)cc1,-14,-1.3,3,0,109,0,-2,-7,/,-7,2
c1ccc(C(c2nnnn2C2CCCCC2)N2CCc3ccccc3C2)nc1 (configuration not stated),3,0.9,0,20,109,-20,-19,-3,/,-3,-6
CCOc1ccc(C(=O)N[C@H](C(=O)Nc2cccc(S(=O)(=O)N3CCCCC3)c2)C(C)C)cc1,1,0.2,-3,10,101,-10,-17,-14,2,-2,6
CC(C(=O)NCC1CCCO1)c1ccc([N+](=O)[O-])cc1 (configuration not stated),11,1.1,6,-9,103,9,7,7,0,-9,/
COC(=O)c1ccccc1S(=O)(=O)N1CCC(C(=O)OCC(=O)NCC(F)(F)F)CC1,-4,-1.4,-5,-17,113,17,-13,-9,/,0,12
C/C(=N\NC(=O)c1ccc(O)cc1)c1ccc2c(c1)OCCO2,-16,0.5,-7,-14,/,14,31,-3,-2,1,1
Fc1ccccc1-c1nc2nc3ccccc3nc2n1CC1CCCO1 (configuration not stated),-13,0.3,-2,-7,95,7,/,-3,-3,-4,3
CSc1ccccc1C(=O)NCCSc1ccccc1,-8,-0.7,-1,-36,88,36,39,-4,-1,3,17
COc1cccc(NC2CC(=O)N(CCc3ccccc3)C2=O)c1 (configuration not stated),-3,-0.9,5,2,106,-2,/,8,-1,-12,5
Nc1ccc2c(S(=O)(=O)O)cccc2c1S(=O)(=O)O,/,-3.5,4,3,117,-3,-1,-1,40,-2,8
COc1ccccc1CNC(=O)CSc1cc(=O)n(C)c2ccccc12,-2,0.2,2,4,81,-4,2,9,1,-8,-5
O=C(c1sccc1-n1cccc1)N1CCCC1,6,-1.5,-7,/,109,/,-8,-6,7,4,4
O=C(C(F)C(F)(F)F)N1CCN(c2ccccc2)CC1 (configuration not stated),50,0.6,-2,-40,113,40,-2,-1,/,6,31
CC1=CC(C)C(CN(CCC[N+](C)(C)C)C(=O)Nc2ccccc2)C(C)C1 (configuration not stated),10,0.2,-1,7,110,-7,-2,-1,1,5,5
O=C(CCSCc1ccc(Cl)cc1)NC1CCCC1,25,-1.3,-3,5,/,-5,12,-13,-1,-6,2
Cc1ccccc1N1CCN(C2=NC(=O)/C(=C\c3cccs3)S2)CC1,-1,-0.8,-2,-5,96,5,27,1,2,-4,-6
CC1CCN(C(=O)CSc2ccc(-c3ccc(F)cc3)nn2)CC1,83,-2.8,0,-1,130,1,-16,0,-2,-15,-8
CN(c1ccccc1)S(=O)(=O)c1cccc(C(=O)NCc2ccccc2CN2CCCC2)c1,1,0.7,-5,-2,/,2,/,-7,5,13,-4
Cc1cccc(-n2c(CCn3nc(C)c([N+](=O)[O-])c3C)n[nH]c2=S)c1,-5,-0.1,0,-9,103,9,7,-6,3,0,8
CC(=O)C1=C(O)C(=O)N(c2nccs2)C1c1ccc(F)cc1 (configuration not stated),i,-0.7,4,-18,100,18,0,3,0,-4,0
CCOC(=O)C1=C(C)NC(C)=C(C(=O)OCC)C1c1ccc(OC)cc1,-26,1.4,4,5,108,-5,-3,-10,-1,-4,-5
O=C(Nc1cccc(F)c1)C1CCN(C(=O)N2CCOc3ccccc32)CC1,8,-0.7,1,24,105,-24,5,4,/,-1,6
O=C(CNCc1ccccn1)N1CCc2ccccc2C1,8,1.4,0,-6,102,6,2,3,/,-8,-2
O=C(CSc1nc2[nH]ncc2c(=O)[nH]1)N1CCCCC1,-19,-0.2,-14,-38,107,38,-4,-5,1,-3,7
COc1cccc(-c2nc(=S)c3c(n2Cc2ccco2)CCCC3)c1,-6,0.0,-13,-2,102,2,-7,-9,-3,-9,1
c1ccc2c(c1)Nc1nccnc1S2,-13,-0.9,2,0,96,0,-6,0,3,-12,-7
CC(C(=O)NCC1(c2ccccc2)CCCC1)N1CCOCC1 (configuration not stated),131,-0.9,-5,-37,104,37,-12,1,-1,-2,-1
Cc1cc(NC(=O)COc2ccc([N+](=O)[O-])cc2)no1,84,-1.2,-1,-5,/,5,16,4,2,4,-7
COc1ccc(CNC(=O)C2CCC(CNS(=O)(=O)c3ccc(C)cc3)CC2)cc1 (configuration not stated),8,0.2,8,21,100,-21,-1,-8,-2,-5,7
O=S(=O)(c1ccc(Cl)c(C(F)(F)F)c1)N1CCN(CC(O)COCC2CCCO2)CC1 (configuration not stated),-8,-0.6,15,-4,98,4,-7,-6,-5,-1,0
CCNC(=O)COc1ccc2ccccc2c1,4,-2.8,-1,-9,/,9,26,-1,11,-5,2
CC(=O)Oc1ccc(N(C(C)=O)S(=O)(=O)c2ccc3ccccc3c2)cc1Br,-16,-1.5,-5,-9,98,9,-14,-4,1,-4,31
CC(C)(Oc1ccc(Cl)cc1)C(=O)N1CCN(C(=O)c2ccco2)CC1,19,-1.1,2,/,99,/,-7,9,0,-2,2
O=S(=O)(c1ccc(F)cc1)N1CCC(c2nc3ccccc3[nH]2)CC1,4,-3.6,5,-9,/,9,6,-7,-1,-3,0
CCOC(=O)c1cccc(NC(=O)C2CCC(CNc3c(N4CCOCC4)c(=O)c3=O)CC2)c1 (configuration not stated),151,1.2,5,-4,102,4,-4,6,/,-12,12
Cc1ccc(SCC(=O)OCC(=O)N(CC(C)C)c2c(N)n(Cc3ccccc3)c(=O)[nH]c2=O)cc1C,-6,1.1,4,12,96,-12,-9,9,0,33*,1
C/C(=N\NC(=O)CSc1nnc(C)s1)c1ccc(Cl)cc1,11,-0.2,0,-36,99,36,-7,-4,-1,2,-8
CCO[C@@H]1OC(C(=O)NCc2nc3ccccc3[nH]2)=C[C@H](c2cn(C(C)=O)c3ccccc23)[C@H]1CCCO,-3,-1.2,6,24,109,-24,-14,6,/,-4,4
O=C(Nc1ccc2c(c1)COC2=O)c1ccc(Cl)c(Cl)c1,4,0.2,17,72*,123,-72,52,12,-2,38*,23

# Single records, from the list above. Screens in order: Mot1-301 SUMO	CDK5 inh	PKA-R2B act	SR-BI DiI inh	Pemphigus Ab inh	SR-BI uptake up	MITF act	PKA-R1A activ	NSD2 inh	dFosB activator	Arr AP2 block
# CC(C)(Oc1ccc(Cl)cc1)C(=O)N1CCN(C(=O)c2ccco2)CC1 is listed as 19	-1.1	2	/	99	/	-7	9	0	-2	2
# O=C(Nc1ccc2c(c1)COC2=O)c1ccc(Cl)c(Cl)c1 is listed as 4	0.2	17	72*	123	-72	52	12	-2	38*	23

# 3 compounds out of the list above, ordered by the number in SR-BI DiI inh, high to low.
SMILES,Mot1-301 SUMO,CDK5 inh,PKA-R2B act,SR-BI DiI inh,Pemphigus Ab inh,SR-BI uptake up,MITF act,PKA-R1A activ,NSD2 inh,dFosB activator,Arr AP2 block
O=C(Nc1ccc2c(c1)COC2=O)c1ccc(Cl)c(Cl)c1,4,0.2,17,72*,123,-72,52,12,-2,38*,23
c1ccc(C(c2nnnn2C2CCCCC2)N2CCc3ccccc3C2)nc1 (configuration not stated),3,0.9,0,20,109,-20,-19,-3,/,-3,-6
O=C(CSc1nc2[nH]ncc2c(=O)[nH]1)N1CCCCC1,-19,-0.2,-14,-38,107,38,-4,-5,1,-3,7

# High-throughput results (PubChem BioAssay)
